FID counter – fluorescent intercalator displacement, NS3 helicase counter-screen. inhibition, % at 7.9 µM. DNA fluorescent intercalator displacement, fluorescence. actives 0.17% (n = 290,000); in the data active means inhibition above about 37%;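 further: 0% = vehicle and 100% = reference compound; higher means more ethidium bromide displaced from hairpin DNA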
OXTR agonist – activates the human oxytocin receptor; P30559; CHO-OTR cells, Fluo-8 calcium fluorescence; normalized: DMSO 0%, oxytocin 100%; activation, % at 3 µM; actives 0.32% (n = 320,000); AID 2435;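 active means activation above the mean of all tested compounds plus 3 SD, cutoff set per screening run, cut at about 20% in these data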;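 further: peak over basal fluorescence ratio from a 100 s FLIPR kinetic read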
M18AAP inhibitor – blocks P. falciparum M18 aspartyl aminopeptidase. recombinant PfM18AAP, H-Glu-NHMec fluorogenic cleavage. inhibition, % at 7.35 µM. actives 1.2% (n = 290,000). AID 1822;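 active means inhibition above the campaign mean inhibition over all tested compounds plus 3 SD, cut at about 28% in these data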;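 further: 0% = plate median of test compound wells and 100% = 2 mM ZnCl2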
MEKK3 PB1 HTS – MEKK3-MEK5 PB1 interaction, increase or decrease. Q99759. bead-based flow cytometry, Alexa488-MEK5 binding to MEKK3; actives lie on both sides; 0 = blocked by unlabeled MEK5, 100 = vehicle. binding response (% of control), % at 10 µM. actives 1.4% (n = 290,000). AID 1529;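 active means binding response more than 3 SD above or below the average of its plate-row segment, actives on both sides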;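 further: Alexa488 bead fluorescence after subtracting the streptavidin-only scavenger bead signal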
Target sequence (Q99759 whole entry, looked up): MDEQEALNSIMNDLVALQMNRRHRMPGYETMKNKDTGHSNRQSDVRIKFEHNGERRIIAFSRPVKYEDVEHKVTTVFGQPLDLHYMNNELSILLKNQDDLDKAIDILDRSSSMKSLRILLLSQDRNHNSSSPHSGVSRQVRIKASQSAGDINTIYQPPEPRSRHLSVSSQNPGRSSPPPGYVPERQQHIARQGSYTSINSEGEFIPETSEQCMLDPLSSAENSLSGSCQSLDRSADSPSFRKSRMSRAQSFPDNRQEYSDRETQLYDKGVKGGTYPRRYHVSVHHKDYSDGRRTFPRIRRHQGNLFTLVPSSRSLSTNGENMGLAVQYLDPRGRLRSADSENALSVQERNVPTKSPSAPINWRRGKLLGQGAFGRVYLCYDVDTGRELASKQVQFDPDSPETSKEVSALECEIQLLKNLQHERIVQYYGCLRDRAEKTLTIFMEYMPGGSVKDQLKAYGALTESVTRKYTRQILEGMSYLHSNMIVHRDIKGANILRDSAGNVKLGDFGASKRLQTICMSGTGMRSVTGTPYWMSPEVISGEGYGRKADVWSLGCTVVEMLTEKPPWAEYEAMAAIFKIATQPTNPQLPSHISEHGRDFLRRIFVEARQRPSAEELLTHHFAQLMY
MEKK2wt PB1 HTS – raises or lowers MEK5 binding to wildtype human MEKK2 PB1 domain; bead flow cytometry, Alexa488-MEK5 binding to MEKK2 WT; actives lie on both sides; binding response (% of control), % at 10 µM; actives 1.1% (n = 290,000); in the data active means binding response below about 67% or above about 130%
GPR7 antagonist – antagonists of human GPR7 (neuropeptides B/W receptor 1). GPR7-expressing cells, fluorescence antagonist assay. inhibition, % at 4.4 µM. actives 1.1% (n = 290,000). AID 1861; in the data active means inhibition above about 16%, passing the limit was not always enough;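 further: cells stimulated with the agonist NPW; 0% = agonist with vehicle and 100% = vehicle without agonist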
NALP1 inh – blocks the NALP1 inflammasome reconstituted in yeast; S. cerevisiae NALP1/ASC/caspase-1 growth, X-gal OD620, 72 h; inhibition, % at 10 µM; actives 0.61% (n = 280,000); AID 2071; in the data active means inhibition mostly above about 24%, no sharp cut-off; inactive means mostly below about 32%; further: some compounds called inactive have numbers as strong as hits
PHOSPHO1 inh – blocks human PHOSPHO1 phosphatase activity; Q8TCT1; recombinant PHOSPHO1, absorbance phosphatase assay; inhibition, % at 13.3 µM; actives 1.1% (n = 290,000); in the data active means inhibition above about 60%
Target sequence (Q8TCT1 whole entry, looked up): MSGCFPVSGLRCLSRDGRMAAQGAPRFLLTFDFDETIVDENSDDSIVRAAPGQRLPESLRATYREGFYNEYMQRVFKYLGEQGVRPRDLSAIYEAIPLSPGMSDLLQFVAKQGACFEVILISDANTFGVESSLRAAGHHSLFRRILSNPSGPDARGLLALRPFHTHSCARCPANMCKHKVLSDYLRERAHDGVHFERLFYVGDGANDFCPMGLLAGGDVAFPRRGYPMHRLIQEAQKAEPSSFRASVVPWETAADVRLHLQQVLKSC
MEKK2mut PB1 HTS – signal of MEK5 binding to mutant human MEKK2 PB1 domain; bead flow cytometry, Alexa488-MEK5 binding to MEKK2 mutant; percent response, % at 10 µM; actives 0.35% (n = 290,000); in the data active means percent response above about 24%, passing the limit was not always enough; further: inactives centre near 1; some results filed as inactive read as strong as hits; reference of the scale not given here
* hit, by the source's call.

Screening O=C1N=c2ccccc2=C1c1sc(=S)n(NC(=O)c2cccc(O)c2)c1O returned FID counter 1, M18AAP inhibitor -9, MEKK3 PB1 HTS 97, MEKK2wt PB1 HTS 81, GPR7 antagonist -2, NALP1 inh -9, PHOSPHO1 inh -16 and MEKK2mut PB1 HTS -13.
`NC(=O)Cn1c(=O)n(CC(=O)N2CCCCC2)c(=O)c2sccc21` gave FID counter 2, OXTR agonist 6.5, M18AAP inhibitor -11, MEKK3 PB1 HTS 97, MEKK2wt PB1 HTS 91, GPR7 antagonist -6, NALP1 inh 13, PHOSPHO1 inh 24 and MEKK2mut PB1 HTS -2.
For COc1cc(CC(=O)OCC(=O)Nc2cccc([N+](=O)[O-])c2)cc(OC)c1OC the results were FID counter 7, OXTR agonist 2.7, M18AAP inhibitor -7, MEKK3 PB1 HTS 101, MEKK2wt PB1 HTS 109, GPR7 antagonist 5, NALP1 inh 26, PHOSPHO1 inh -1 and MEKK2mut PB1 HTS 20.
For O=C(COc1ccc2c3c(c(=O)oc2c1)CCCC3)NCCCn1ccnc1 the results were FID counter 2, OXTR agonist 0.7, M18AAP inhibitor 0, MEKK3 PB1 HTS 99, MEKK2wt PB1 HTS 106, GPR7 antagonist -11, NALP1 inh 0, PHOSPHO1 inh 8 and MEKK2mut PB1 HTS 4.
For Cc1cc(C)n(-c2nc3ccccc3nc2Nc2ccc(CC(=O)O)cc2)n1 the results were FID counter -30, OXTR agonist 3.0, M18AAP inhibitor 4, MEKK3 PB1 HTS 106, MEKK2wt PB1 HTS 101, GPR7 antagonist -7, NALP1 inh -17, PHOSPHO1 inh -2 and MEKK2mut PB1 HTS 8.
`CCc1cc(=O)oc2cc(OC(C)C(=O)NCCCn3ccnc3)ccc12` (stereo unspecified) gave FID counter 6, OXTR agonist 0.6, M18AAP inhibitor 2, MEKK3 PB1 HTS 99, MEKK2wt PB1 HTS 99, GPR7 antagonist 3, NALP1 inh 10, PHOSPHO1 inh 22 and MEKK2mut PB1 HTS 2.
`CN1CCc2cc3c(c4c2[C@H]1[C@H](O)c1ccccc1-4)OCO3` gave FID counter 97*, OXTR agonist -0.1, M18AAP inhibitor 23, MEKK3 PB1 HTS 106, MEKK2wt PB1 HTS 102, GPR7 antagonist -13, NALP1 inh -7, PHOSPHO1 inh -11 and MEKK2mut PB1 HTS 4.
`COc1ccc2cc(C(=O)C3CCCN(C(=O)/C=C/c4ccccn4)C3)ccc2c1` (stereo unspecified) gave FID counter -34, OXTR agonist 1.1, M18AAP inhibitor -4, MEKK3 PB1 HTS 99, MEKK2wt PB1 HTS 96, GPR7 antagonist 0, NALP1 inh -11, PHOSPHO1 inh 45 and MEKK2mut PB1 HTS -1.
For CC(C)(C)NC(=O)COC(=O)CCC(=O)c1ccc(F)cc1 the results were FID counter -11, OXTR agonist 1.3, M18AAP inhibitor -3, MEKK3 PB1 HTS 98, MEKK2wt PB1 HTS 93, GPR7 antagonist 0, NALP1 inh -5, PHOSPHO1 inh 28 and MEKK2mut PB1 HTS -4.
For CCn1nc(C)c(CNC(=O)CC2C(=O)NCCN2CC(C)(C)C)c1C (stereo unspecified) the results were FID counter 6, OXTR agonist 0.3, M18AAP inhibitor 1, MEKK3 PB1 HTS 99, MEKK2wt PB1 HTS 92, GPR7 antagonist -8, NALP1 inh 12, PHOSPHO1 inh 6 and MEKK2mut PB1 HTS -6.
Cc1nc2ccccc2n1Cc1n[nH]c(=S)n1-c1ccc(Cl)cc1 was read as FID counter -9, OXTR agonist 0.3, M18AAP inhibitor 39*, MEKK3 PB1 HTS 100, MEKK2wt PB1 HTS 100, GPR7 antagonist -3, NALP1 inh 4, PHOSPHO1 inh 2 and MEKK2mut PB1 HTS 1.
CCCCn1c(N)c(N(CCC(C)C)C(=O)c2sc3nc4n(c(=O)c3c2C)CCC4)c(=O)[nH]c1=O was read as FID counter -23, OXTR agonist 0.4, M18AAP inhibitor 3, MEKK3 PB1 HTS 101, MEKK2wt PB1 HTS 105, GPR7 antagonist -7, NALP1 inh 11, PHOSPHO1 inh 33 and MEKK2mut PB1 HTS 6.
For O=C(N/N=C/c1cc2c(cc1Cl)OCO2)c1cccc(Br)c1 the results were FID counter -10, OXTR agonist -1.6, M18AAP inhibitor -15, MEKK3 PB1 HTS 105, MEKK2wt PB1 HTS 94, GPR7 antagonist -16, NALP1 inh 21, PHOSPHO1 inh 21 and MEKK2mut PB1 HTS -4.
Cc1ccc(CSc2nnc([C@@H]3CCCN3C(=O)OC(C)(C)C)o2)cc1 was read as FID counter -41, OXTR agonist -3.1, M18AAP inhibitor 2, MEKK3 PB1 HTS 103, MEKK2wt PB1 HTS 99, GPR7 antagonist -18, NALP1 inh 5, PHOSPHO1 inh 25 and MEKK2mut PB1 HTS 5.
`CCCC1(C(=O)OCC)NC(c2ccc(N(C)C)cc2)C2C(=O)N(c3ccc(F)cc3)C(=O)C21` (stereo unspecified) gave FID counter -30, OXTR agonist -0.5, M18AAP inhibitor 19, MEKK3 PB1 HTS 113, MEKK2wt PB1 HTS 111, GPR7 antagonist -7, NALP1 inh 19, PHOSPHO1 inh -6 and MEKK2mut PB1 HTS 2.
CCN=C1S/C(=C\c2ccc(O)c(OCC)c2)C(=O)N1CC was read as FID counter -14, OXTR agonist -1.1, M18AAP inhibitor 5, MEKK3 PB1 HTS 83, MEKK2wt PB1 HTS 87, GPR7 antagonist -32, NALP1 inh 28, PHOSPHO1 inh 8 and MEKK2mut PB1 HTS -3.
Screening O=C(CSc1ccc([N+](=O)[O-])cc1)NCC1CCCCC1 returned FID counter 1, OXTR agonist -1.7, M18AAP inhibitor -9, MEKK3 PB1 HTS 98, MEKK2wt PB1 HTS 92, GPR7 antagonist -6, NALP1 inh 2, PHOSPHO1 inh 8 and MEKK2mut PB1 HTS -4.
Fc1ccc(CNc2ccccn2)cc1 was read as FID counter -3, M18AAP inhibitor -2, MEKK3 PB1 HTS 97, MEKK2wt PB1 HTS 94, GPR7 antagonist 19, NALP1 inh 14, PHOSPHO1 inh 34 and MEKK2mut PB1 HTS -3.
Screening CC(C)OCCCNc1nc2c(c(=O)n(Cc3ccccc3F)c(=O)n2C)n1C returned FID counter -4, OXTR agonist -0.5, M18AAP inhibitor 3, MEKK3 PB1 HTS 98, MEKK2wt PB1 HTS 95, GPR7 antagonist -2, NALP1 inh 6, PHOSPHO1 inh -4 and MEKK2mut PB1 HTS -4.
For O=C(CN1CCOCC1)Nc1ccc(-c2nc3ccccc3[nH]2)cc1 the results were FID counter 4, OXTR agonist 0.9, M18AAP inhibitor 3, MEKK3 PB1 HTS 90, MEKK2wt PB1 HTS 93, GPR7 antagonist -6, NALP1 inh 9, PHOSPHO1 inh 54 and MEKK2mut PB1 HTS -6.
For O=C1NCC(CN(c2ccccc2)c2ccccc2)O1 (stereo unspecified) the results were FID counter 1, OXTR agonist -1.3, M18AAP inhibitor 0, MEKK3 PB1 HTS 87, MEKK2wt PB1 HTS 90, GPR7 antagonist -2, NALP1 inh 24, PHOSPHO1 inh -13 and MEKK2mut PB1 HTS -7.
CN1CCN(Cc2cccc(Oc3ccc(Cl)cc3)c2)CC1 was read as FID counter 13, OXTR agonist 4.5, M18AAP inhibitor 3, MEKK3 PB1 HTS 104, MEKK2wt PB1 HTS 114, GPR7 antagonist 5, NALP1 inh 18, PHOSPHO1 inh 0 and MEKK2mut PB1 HTS 7.
Cc1nn(Cc2ccc(Cl)cc2)c(C)c1NC(=O)c1ccc([N+](=O)[O-])cc1 was read as FID counter -2, OXTR agonist 4.3, M18AAP inhibitor -7, MEKK3 PB1 HTS 99, MEKK2wt PB1 HTS 93, GPR7 antagonist 13, NALP1 inh 23, PHOSPHO1 inh -7 and MEKK2mut PB1 HTS 12.
For CC1(C)OC(=O)C(=CSc2ccc(C(C)(C)C)cc2)C(=O)O1 the results were FID counter -2, OXTR agonist 1.2, M18AAP inhibitor 2, MEKK3 PB1 HTS 103, MEKK2wt PB1 HTS 99, GPR7 antagonist -1, NALP1 inh 10, PHOSPHO1 inh 29 and MEKK2mut PB1 HTS -2.
Screening CC(C)(C)c1ccc(-c2conc2N)cc1 returned FID counter -3, OXTR agonist 0.0, M18AAP inhibitor -3, MEKK3 PB1 HTS 106, MEKK2wt PB1 HTS 107, GPR7 antagonist -13, NALP1 inh -76, PHOSPHO1 inh -14 and MEKK2mut PB1 HTS 5.
Screening Cc1c(-c2c(C#N)c(N)nc3c2CCCCCC3)cnn1C returned FID counter -10, OXTR agonist -0.1, M18AAP inhibitor -1, MEKK3 PB1 HTS 102, MEKK2wt PB1 HTS 104, GPR7 antagonist -6, NALP1 inh -16, PHOSPHO1 inh 6 and MEKK2mut PB1 HTS 3.
Cc1ccccc1CN1CCN(C2CCC2)CC1CCO (stereo unspecified) was read as FID counter -5, OXTR agonist -0.7, M18AAP inhibitor 2, MEKK3 PB1 HTS 102, MEKK2wt PB1 HTS 111, GPR7 antagonist -15, NALP1 inh -8 and MEKK2mut PB1 HTS 7.
`Cc1ccc(-n2c(SCC(=O)Nc3ccc4c(c3)OCO4)nnc2-c2ccccn2)cc1` gave FID counter -5, OXTR agonist -1.4, M18AAP inhibitor 2, MEKK3 PB1 HTS 103, MEKK2wt PB1 HTS 99, GPR7 antagonist -1, NALP1 inh 1, PHOSPHO1 inh 20 and MEKK2mut PB1 HTS 3.
For O=S(=O)(c1ccc(F)c(F)c1)N1CCN(CCc2ccccc2)CC1 the results were FID counter -15, OXTR agonist -1.1, M18AAP inhibitor -1, MEKK3 PB1 HTS 102, MEKK2wt PB1 HTS 106, GPR7 antagonist -4 and MEKK2mut PB1 HTS 2.
CCn1cc(CN2CCCC(C(=O)Nc3cccc(-c4cc5ccccc5[nH]4)c3)C2)cn1 (stereo unspecified) was read as FID counter 27, OXTR agonist 5.7, M18AAP inhibitor -1, MEKK3 PB1 HTS 103, MEKK2wt PB1 HTS 147*, GPR7 antagonist 11, NALP1 inh 6, PHOSPHO1 inh 29 and MEKK2mut PB1 HTS 22.
For Cc1csc(NC(=O)CCCC(=O)c2ccccc2)n1 the results were FID counter -8, OXTR agonist 0.3, M18AAP inhibitor 4, MEKK3 PB1 HTS 97, MEKK2wt PB1 HTS 99, GPR7 antagonist -12, NALP1 inh 9 and MEKK2mut PB1 HTS 1.
CCN(Cc1ccccc1)C(=O)CSc1nc(C)cc(=O)[nH]1 was read as FID counter -12, OXTR agonist -0.9, M18AAP inhibitor 1, MEKK3 PB1 HTS 104, MEKK2wt PB1 HTS 109, GPR7 antagonist 7, NALP1 inh 16, PHOSPHO1 inh -20 and MEKK2mut PB1 HTS 4.
`CCC(CC)C(=O)NCCN1CCN(C(=O)C(CC)CC)CC1` gave FID counter -3, OXTR agonist -0.8, M18AAP inhibitor 2, MEKK3 PB1 HTS 105, MEKK2wt PB1 HTS 109, GPR7 antagonist 2, NALP1 inh 4, PHOSPHO1 inh 45 and MEKK2mut PB1 HTS 2.
`O=C(CCc1c[nH]c2ccccc12)NC(Cc1ccccc1)C(=O)O` (stereo unspecified) gave FID counter -15, OXTR agonist 0.4, M18AAP inhibitor 5, MEKK3 PB1 HTS 102, MEKK2wt PB1 HTS 105, GPR7 antagonist 12, NALP1 inh 12, PHOSPHO1 inh 33 and MEKK2mut PB1 HTS 8.

Looked up one by one from above (2):
CN1CCN(Cc2cccc(Oc3ccc(Cl)cc3)c2)CC1 was read as FID counter 13, OXTR agonist 4.5, M18AAP inhibitor 3, MEKK3 PB1 HTS 104, MEKK2wt PB1 HTS 114, GPR7 antagonist 5, NALP1 inh 18, PHOSPHO1 inh 0 and MEKK2mut PB1 HTS 7.
Screening Cc1c(-c2c(C#N)c(N)nc3c2CCCCCC3)cnn1C returned FID counter -10, OXTR agonist -0.1, M18AAP inhibitor -1, MEKK3 PB1 HTS 102, MEKK2wt PB1 HTS 104, GPR7 antagonist -6, NALP1 inh -16, PHOSPHO1 inh 6 and MEKK2mut PB1 HTS 3.
